# Assay outcomes from PubChem.
# PP1 counter: counter-screen for PP5 inhibitors: inhibitors of human PP1-alpha; P62136; purified PP1alpha, OMFP fluorescence; inhibition, % at 6.7 µM; 0.9% of 320,000 active; AID 2235;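 active = inhibition above the mean inhibition of all tested compounds plus 3 SD, computed separately for each screening campaign, cut at about 15% in these data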
# Target sequence (P62136 whole entry, looked up): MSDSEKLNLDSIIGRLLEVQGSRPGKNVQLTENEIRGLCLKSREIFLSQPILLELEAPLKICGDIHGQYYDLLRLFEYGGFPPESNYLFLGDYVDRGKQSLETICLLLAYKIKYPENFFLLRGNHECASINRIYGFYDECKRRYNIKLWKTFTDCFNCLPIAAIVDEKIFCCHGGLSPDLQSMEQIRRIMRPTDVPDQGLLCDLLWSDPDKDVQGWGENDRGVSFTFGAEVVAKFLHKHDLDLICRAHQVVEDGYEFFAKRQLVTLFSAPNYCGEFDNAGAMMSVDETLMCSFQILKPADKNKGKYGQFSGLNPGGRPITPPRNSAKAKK
# TPT1 inhibitor: C. albicans TPT1 enzyme inhibition | recombinant caTPT1, FP RNA substrate dephosphorylation | 0.81% of 300,000 active | inhibition, % at 5 µM;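 active = inhibition above the mean of all tested compounds plus 3 SD, set per screening campaign, cut at about 24% in these data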;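 also: plate controls were DMSO alone for no effect and ferristatin control at 100 nM for full effect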
# core dimer inh: blocks dimerization of HCV core protein. 0.33% of 300,000 active. inhibition, % at 5 µM. TR-FRET GST/Flag-core106 dimerization, 1536-well;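 active = inhibition above the mean of all tested compounds plus 3 SD, set per screening campaign, cut at about 45% in these data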
#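 Assay system – GST-tagged and Flag-tagged HCV core protein residues 1-106 · Quantity – core106 proteins, GST 13.5 nM and Flag 17 nM · Benchmarks – unlabelled core106 and no-GST-core106 wells · Read-out basis – percent inhibition of core106 dimerization signal · Detection – time-resolved FRET, ex 340 nm, em 617 and 671 nm · Schedule – 4 h at 22.5 °C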
# EBNA-1 inhibitor: blocks EBNA-1 binding to DNA; AID 1950; inhibition, % at 14.8 µM; 0.34% of 300,000 active; EBNA-1 DNA binding, fluorescence polarization; in the data active = inhibition above about 28%
# Efflux pump mplx: blocks antifungal efflux pumps in multiplex yeast assay | S. cerevisiae Candida pump triplex, Nile Red efflux | inhibition, % at 10 µM | 0.44% of 330,000 active;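 active = plate passing quality check with inhibition over a set limit, or well fluorescence over plate mean plus 4 SD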;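 also: Nile Red retained in pooled yeast measured as flow cytometry median fluorescence; 0% = buffer negative control and 100% = Enniatin B positive control; higher means more Nile Red kept so more efflux inhibition; some compounds called inactive have numbers as strong as hits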
# PP5 primary: PP5 (human) phosphatase inhibition. P53041. purified PP5c, OMFP substrate fluorescence. inhibition, % at 6.7 µM. 0.18% of 320,000 active;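 active = inhibition above the campaign's mean inhibition across all tested compounds plus 3 SD, cut at about 9.5% in these data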;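 also: 0% = DMSO only and 100% = 100 µM cantharidin control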
# Target sequence (P53041 whole entry, looked up): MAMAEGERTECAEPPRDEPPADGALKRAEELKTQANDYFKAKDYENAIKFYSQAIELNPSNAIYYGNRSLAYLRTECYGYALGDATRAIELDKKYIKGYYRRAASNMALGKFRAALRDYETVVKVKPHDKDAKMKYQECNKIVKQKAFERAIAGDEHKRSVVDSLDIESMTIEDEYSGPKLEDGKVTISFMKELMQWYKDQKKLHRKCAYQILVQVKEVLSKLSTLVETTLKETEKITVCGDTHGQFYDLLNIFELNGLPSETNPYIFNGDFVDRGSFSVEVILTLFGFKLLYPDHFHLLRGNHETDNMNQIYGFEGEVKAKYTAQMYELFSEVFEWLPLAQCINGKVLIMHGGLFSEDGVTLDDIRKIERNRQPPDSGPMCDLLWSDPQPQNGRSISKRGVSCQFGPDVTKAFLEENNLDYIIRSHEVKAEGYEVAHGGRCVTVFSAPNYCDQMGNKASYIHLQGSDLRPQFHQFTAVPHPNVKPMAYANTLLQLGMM
# PREPL inh: inhibitors of human prolyl oligopeptidase-like enzyme PREPL | Q4J6C6 | recombinant PREPL, fluorescence polarization activity-based probe | inhibition, % at 5.96 µM | 0.68% of 320,000 active; in the data active = inhibition above about 43%;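 also: 0% = enzyme with DMSO and 100% = wells lacking enzyme; many of its hits are not listed in these tables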
# CTSL1 counter: counter-screen for PFM18AAP inhibitors: inhibitors of F. hepatica cathepsin L1 | inhibition, % at 5.96 µM | recombinant F. hepatica cathepsin L1, Z-Leu-Arg-MCA fluorescence | AID 1906 | 0.49% of 300,000 active;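 active = inhibition above the mean of all tested compounds plus 3 SD, set per screening campaign, cut at about 17% in these data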;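 also: 0% = plate median of test compound wells and 100% = 1 µM Z-Phe-Ala-diazomethylketone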
# ZTA DNA inh: counter-screen for EBNA-1 inhibitors: inhibitors of Epstein-Barr virus ZTA. P03206. ZTA-DNA binding, fluorescence polarization. inhibition, % at 11 µM. 0.15% of 320,000 active; in the data active = inhibition above about 33%
# Target sequence (P03206 whole entry, looked up): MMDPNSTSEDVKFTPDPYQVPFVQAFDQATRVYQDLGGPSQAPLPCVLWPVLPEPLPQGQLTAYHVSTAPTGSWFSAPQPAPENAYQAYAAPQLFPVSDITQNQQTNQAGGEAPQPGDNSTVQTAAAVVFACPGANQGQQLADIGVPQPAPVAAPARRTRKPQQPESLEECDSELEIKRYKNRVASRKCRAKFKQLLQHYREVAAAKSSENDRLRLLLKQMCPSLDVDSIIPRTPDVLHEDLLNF
# An asterisk follows results filed as active; · = not tested or not shown. This is a subset; count on the stated rates, not on these rows.
SMILES,PP1 counter,TPT1 inhibitor,core dimer inh,EBNA-1 inhibitor,Efflux pump mplx,PP5 primary,PREPL inh,CTSL1 counter,ZTA DNA inh
Cc1cnn(-c2cc(N/N=C/c3ccccc3Cl)ncn2)c1,-3,3,-1,3,0.0,1.0,-2,-1,-3
Cc1ccc(NC(=O)CN2C(=O)S/C(=C\c3ccc(C(=O)O)cc3)C2=O)cc1,-3,2,18,9,0.0,-0.4,2,7,8
Cc1ccc(S(=O)(=O)N2CCC(C(=O)N[C@H](C(=O)NC3CCS(=O)(=O)C3)C(C)C)CC2)cc1 (some centres undefined),2,-10,-3,-6,0.0,-2.8,1,2,2
O=C1CCc2cc(S(=O)(=O)Nc3ccccc3F)ccc2N1,2,·,·,·,0.0,0.1,9,·,-32
O=C(NCCN1CCOCC1)NC1(C(F)(F)F)Oc2ccccc2O1,-6,-1,-6,-8,0.0,-1.4,2,4,-6
CC(=O)Nc1cccc(Nc2nc(-c3cccs3)nc3ccccc23)c1,1,0,0,1,-0.1,3.2,-7,1,5
COC(=O)CNC(=O)CN1C(=O)N(c2cccc(Cl)c2)C(N(O)C(=O)Nc2cccc(Cl)c2)C1(C)C (centres undefined),2,1,-1,2,-0.2,2.2,-4,5,-5
Cc1ccccc1N(C(=O)CNC(=O)c1ccco1)C(C(=O)NC1CCCC1)c1ccncc1 (centres undefined),-4,1,-14,-11,-0.2,-0.5,7,-1,-7
CN(C)CC(=O)c1c(N)n(Cc2ccccc2)c(=O)n(C)c1=O,0,-3,-1,3,-0.1,-1.9,1,-3,23
O=C(c1ccc(F)cc1)C1CCN(C(=S)NCC2CCCO2)CC1 (centres undefined),5,3,-2,-13,0.0,0.9,0,1,-3
Cc1ccc(NC(=O)N(Cc2cc3cc(C)cc(C)c3[nH]c2=O)CC2COCCO2)cc1 (centres undefined),-5,2,-8,-3,0.1,5.7,2,3,-25
O=C(CN1C(=O)NC2(CCCCCC2)C1=O)Nc1cccc(F)c1,0,·,·,·,0.1,-2.6,13,·,-6
O=C(N/N=C/c1cnc(N2CCCCC2)s1)c1ccc(Cl)cc1,-3,0,-5,-5,0.0,1.4,23,-4,-14
CC(C)c1nnc(NC(=O)C2c3ccccc3Oc3ccccc32)s1,1,0,-4,5,0.1,-0.2,-10,-5,3
COc1ccc(C2(O)CCN(C(=O)c3ccc4c(c3)OCO4)CC2)cc1,-3,-1,2,4,0.0,-1.7,9,-1,-3
O=[N+]([O-])c1ccc(F)c(N=Cc2ccc(Br)s2)c1,-4,1,-15,-3,-0.3,1.0,6,-1,2
CCc1cccc(C)c1NC(=S)NCCc1c(C)[nH]c2ccc(C)cc12,10,-1,-7,6,-0.1,2.0,3,0,4
CCC(C)c1ccc(OCCn2cc(/C=N/NC(=O)CSc3nnc(C)s3)c3ccccc32)cc1 (centres undefined),12,-5,26,3,-0.1,7.7,4,0,-4
CCn1c2ccccc2c2nnc(SCC(=O)Nc3ccc4c(c3)OCO4)nc21,1,0,4,6,0.0,-1.6,-1,-1,5
C=CCOc1ccc(C2/C(=C(/O)c3ccc(OC)cc3)C(=O)C(=O)N2CCN2CCNCC2)cc1 (centres undefined),4,3,7,-5,0.0,-0.7,0,-3,-7
Cc1cc(-c2ccccc2)n(-c2ccc(C(N)=O)cc2)n1,-1,-6,-2,4,0.2,-0.6,-2,0,-16
O=c1[nH]c2ccccc2cc1CN(Cc1ccco1)S(=O)(=O)c1ccc(F)cc1,0,-3,1,-6,0.3,0.3,-10,0,-9
CNC(=O)CSc1nnnn1-c1ccc2c(c1)OCCO2,-2,-2,1,3,0.1,1.8,8,5,-14
O=C(NC(NCC1CCCO1)C(Cl)(Cl)Cl)c1cccc2ccccc12 (centres undefined),0,-4,-4,4,0.1,2.1,-10,1,-1
O=C1C(=O)N(CCN2CCOCC2)C(c2cccc(Cl)c2)/C1=C(/O)c1ccc2c(c1)OCO2 (centres undefined),1,0,1,2,-0.3,-1.3,19,1,-12
O=C(Nc1ccc2c(c1)nc1n2CCN(Cc2ccccc2)C1)c1cccs1,9,10,6,4,-0.1,1.6,6,0,-19
CCc1ccccc1NC1c2ccccc2C(=O)N1c1cccnc1 (centres undefined),4,8,3,-18,0.2,2.0,-42,0,13
COc1ccc(-c2c(C(F)(F)F)nn(C)c2NC(=O)c2cccnc2)cc1,9,-2,-8,-2,-0.2,-1.6,17,7,-18
Cc1ccc(S(=O)(=O)NCCc2ccccc2)cc1,3,5,-3,-12,0.1,1.8,-19,-3,10
CCn1ncc(Br)c1C(=O)Nc1cc(C)ccc1F,-3,-6,3,2,0.0,-1.1,-2,1,13
CCS(=O)(=O)N1CCN(c2ccc([N+](=O)[O-])c(N3CCOCC3)c2)CC1,-4,3,-1,-4,0.0,-1.2,10,0,-4
CCCCCCCCCCOC(=O)c1csc2nnsc12,6,-2,-7,-18,0.2,4.4,2,3,-9
O=C(NCc1ccccc1)c1cc2ccccc2oc1=O,2,4,-4,-4,0.0,1.3,5,2,-1
CCOC(=O)c1cnc2cc(F)c(F)cc2c1N1CCN(C)CC1,-5,1,-2,7,0.2,-1.7,-1,-1,3
Clc1ccc(-c2csc(Nc3cccnc3)n2)cc1,-3,-2,-2,-2,0.0,1.0,8,1,1
CC(C(=O)Nc1ccccc1)N(C)CCOc1ccccc1 (centres undefined),-2,2,-6,-3,0.1,0.9,-15,0,-10
Cn1c(=O)c2c(SCC(N)=O)nc(CC(C)(C)C)nc2n(C)c1=O,1,2,5,4,0.3,-0.8,5,1,20
O=C(O)CCCCCCCCCC[n+]1ccccc1,-2,1,-5,3,0.3,0.1,13,-7,8
CCOC(=O)CNC(=O)C(CO)NC(=O)OCc1ccccc1 (centres undefined),-3,0,-1,-9,0.0,-1.6,3,-4,-3
CS(=O)(=O)Nc1ccc(C(=O)N2CCN(c3ccccc3)CC2)cc1,-1,4,-1,3,-0.3,1.1,-1,-1,0
Cc1ccc(CSCCNC(=O)CSc2ccccc2)cc1,1,0,-1,8,-0.7,-1.6,-18,1,-7
Cc1nnc(C)c2c(C)n(-c3ccc(Cl)c(N)c3)c(C)c12,2,3,1,3,-0.1,0.8,37,-4,-10
N/C(=N\NC(=O)Nc1ccc(Cl)cc1)c1ccccn1,2,-4,-5,3,0.1,0.4,8,3,2
COc1ccc(CNC(=O)C/C(C)=N/NC(=O)c2cc(OC)cc(OC)c2)cc1,6,0,-3,-6,0.1,3.4,-4,-1,-4
CC1CCN(S(=O)(=O)c2ccc(NC(=O)c3ccccc3F)cc2)CC1,-2,1,8,4,-0.1,1.6,-8,-3,1
O=C(CN1C(=O)/C(=C\C=C\c2ccccc2)SC1=S)Nc1ccc(F)cc1,23*,12,41,0,0.0,-2.6,1,4,-4
CC(C)CO/C(=N/S(=O)(=O)c1ccccc1)c1ccccc1,-2,-2,-9,-2,0.0,0.8,0,6,-4
CS(=O)(=O)Nc1cccc(C2=NN(S(=O)(=O)c3ccc(F)cc3)C(c3cccs3)C2)c1 (centres undefined),3,4,1,-3,-0.1,2.5,10,-3,-15
COc1cc(C(=O)OCC(=O)Nc2cccc(S(=O)(=O)N3CCOCC3)c2)ccc1OCC(C)C,-2,0,4,7,-0.2,0.5,4,2,2
Cc1cc(-c2nnc3n2N=C(c2ccc(-c4ccccc4)cc2)CS3)n[nH]1,34*,3,33,13,0.3,-0.2,-28,11,19
# (further entries)
SMILES,PP1 counter,TPT1 inhibitor,core dimer inh,EBNA-1 inhibitor,Efflux pump mplx,PP5 primary,PREPL inh,CTSL1 counter,ZTA DNA inh
COc1ccc(S(=O)(=O)N2CCc3ccccc3C2)cc1OC,4,-2,0,3,0.1,-0.7,-5,0,-1
COC(=O)c1ccc(NC(=O)CSc2nnc(-c3ccccc3)n2C)cc1,5,-1,0,3,0.1,2.7,-4,-2,8
O=C(Nc1cc(Cl)cc(Cl)c1)C(NCCCO)c1ccccc1 (centres undefined),1,-3,-6,-6,0.0,-1.0,-22,-3,-18
Cc1cccc(NC(=O)COC(=O)c2cc(C)oc2C)c1,2,7,3,-17,0.2,3.3,-11,-10,1
CCCCNC(=O)COC(=O)c1c2c(nc3ccccc13)/C(=C/c1cccs1)CC2,12,21,33,-4,0.3,3.4,9,-6,7
CC(C)(C)n1nc2c(c1NC(=O)COc1ccccc1F)CS(=O)(=O)C2,-2,0,-5,-4,-0.1,-0.4,1,-3,17
Cc1cc(SCCC(=O)O)nc2ccccc12,0,-1,-1,7,0.1,3.3,-10,-1,-14
N/C(=N\OC(=O)c1ccccc1[N+](=O)[O-])c1cccnc1,-7,-1,-7,4,0.0,-2.0,-13,3,-9
COc1ccc(N(C(=O)Cn2nnc(-c3ccccc3F)n2)C(C(=O)NCC2CCCO2)c2ccc(Cl)cc2)cc1 (centres undefined),-4,3,-1,-3,0.2,-0.8,11,0,5
Cc1ccc(S(=O)(=O)/N=C2/NC(=O)/C(=C\c3ccco3)S2)cc1,2,4,8,-6,-0.1,0.3,16,5,-8

# Reprinted at random: 5 records from the list
SMILES,PP1 counter,TPT1 inhibitor,core dimer inh,EBNA-1 inhibitor,Efflux pump mplx,PP5 primary,PREPL inh,CTSL1 counter,ZTA DNA inh
COc1ccc(C2(O)CCN(C(=O)c3ccc4c(c3)OCO4)CC2)cc1,-3,-1,2,4,0.0,-1.7,9,-1,-3
COC(=O)CNC(=O)CN1C(=O)N(c2cccc(Cl)c2)C(N(O)C(=O)Nc2cccc(Cl)c2)C1(C)C (centres undefined),2,1,-1,2,-0.2,2.2,-4,5,-5
COc1cc(C(=O)OCC(=O)Nc2cccc(S(=O)(=O)N3CCOCC3)c2)ccc1OCC(C)C,-2,0,4,7,-0.2,0.5,4,2,2
CN(C)CC(=O)c1c(N)n(Cc2ccccc2)c(=O)n(C)c1=O,0,-3,-1,3,-0.1,-1.9,1,-3,23
Cc1cccc(NC(=O)COC(=O)c2cc(C)oc2C)c1,2,7,3,-17,0.2,3.3,-11,-10,1

# (cont.)
SMILES,PP1 counter,TPT1 inhibitor,core dimer inh,EBNA-1 inhibitor,Efflux pump mplx,PP5 primary,PREPL inh,CTSL1 counter,ZTA DNA inh
Cc1ccccc1NC(=O)CN(C)S(=O)(=O)c1ccc(-c2ccc(=O)[nH]n2)s1,-3,1,-7,-12,0.0,1.5,-43,-3,-12
Cc1cnc(C(=O)OCC(=O)Nc2ncc(Cl)cc2Cl)cn1,-1,·,·,·,-0.1,-0.2,4,·,-9
CCc1cccc(C)c1NC(=O)CCN1C(=O)NC(C)(C)C1=O,-3,·,·,·,0.1,-2.8,6,·,-5
CCC(C)(C(=O)NC1CCCC1)N(C(=O)CNC(C)=O)c1ccc(C)cc1 (centres undefined),1,-1,-6,-11,0.0,2.9,1,-4,-2
CSC(=NCc1cccnc1)NS(=O)(=O)c1cccs1,-1,-4,-3,-2,-0.1,-0.4,0,-2,-4
CS(=O)(=O)N1CCc2cc(C(=O)N3CCOCC3)ccc21,-1,-6,-5,-4,-0.2,2.0,10,-1,-9
CCOc1ccc(-c2nnc(N)s2)cc1,0,-1,-3,5,-0.2,1.2,8,2,5
CN(C)c1cccc2c(C=C(C#N)C#N)ccc(N(C)C)c12,4,0,4,6,-0.2,-1.4,32,7,2
CS(=O)(=O)c1ccccc1C(=O)NC1CCCc2ccccc21 (centres undefined),0,-3,0,8,0.1,-3.1,8,21*,12
Cc1cc(OCCn2ccnc2)cc(C)c1Cl,-4,-1,5,5,0.0,-1.3,-3,-1,-4
O=[N+]([O-])c1cc([N+](=O)[O-])c(Oc2ccc(Cl)c3cccnc23)cc1NN1CCCCC1,3,-2,13,-13,0.0,3.8,37,1,-21
CCOC(=O)c1sc2ncnc(N3CCN(c4ccc(OC)cc4)CC3)c2c1C,-1,-1,4,10,0.0,4.4,19,-3,-1
O=C(Nc1ccc(Cl)c([N+](=O)[O-])c1)ONC1=NCCCCC1,3,0,-4,9,0.0,0.6,9,-4,-5
COc1cn(-c2ccccc2)nc1C(=O)NCc1ccc(C)cc1,1,2,3,-20,0.6,4.7,-1,-1,-2
